From PubChem
D1 ag: activates the human D1 dopamine receptor. HEK293 T-REx D1 cells, calcium flux, agonist mode. activation, % at 2 µM. P21728. 360,000 compounds, 1% hits. AID 504660; in the data active = activation above about 30%; note: 0% is about no effect
Target sequence (P21728 whole entry, looked up): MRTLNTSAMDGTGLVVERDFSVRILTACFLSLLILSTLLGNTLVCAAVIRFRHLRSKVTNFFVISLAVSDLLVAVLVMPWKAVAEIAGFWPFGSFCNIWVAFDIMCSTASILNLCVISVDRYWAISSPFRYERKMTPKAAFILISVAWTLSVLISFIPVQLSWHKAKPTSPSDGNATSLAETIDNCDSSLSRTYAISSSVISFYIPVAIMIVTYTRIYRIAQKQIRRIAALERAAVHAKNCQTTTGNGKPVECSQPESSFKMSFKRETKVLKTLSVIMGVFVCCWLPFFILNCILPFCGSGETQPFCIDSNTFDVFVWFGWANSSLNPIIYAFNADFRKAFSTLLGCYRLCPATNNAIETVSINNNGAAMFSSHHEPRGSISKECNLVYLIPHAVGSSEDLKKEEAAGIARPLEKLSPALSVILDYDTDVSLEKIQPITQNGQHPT
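Inducible HEK293 T-REx D1 cells, force-coupled to calcium signalling, were plated at 4000 cells/well with tetracycline and held overnight at 30 C. After no-wash calcium dye loading, compound-evoked calcium rise over 180 s flagged agonists.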
D1 PAM: potentiators of human D1 dopamine receptor | 360,000 compounds, 0.036% hits | HEK293 TREx D1 cells, calcium flux, dopamine EC20 potentiation | potentiation, % at 10 µM; in the data active = potentiation above about 30%; note: 0% is about no effect
D2 ag: agonists of human D2 dopamine receptor; P14416; HEK293 T-REx D2 cells, calcium flux agonist mode; activation, % at 2 µM; 340,000 compounds, 0.53% hits; AID 485358;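 active = activation over 3 SD above normal in the single-dose calcium agonist read, cut at about 30% in these data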; note: 0% is about no effect
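In this primary screen, compounds producing a positive calcium signal within 180 s of addition to tetracycline-induced, force-coupled HEK293 Trex D2 cells are flagged; cells are dye-loaded with a no-wash calcium kit beforehand.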
D2 potentiator: positively modulates the human D2 dopamine receptor allosterically | P14416 | HEK293 T-REx D2, calcium flux, EC20 dopamine potentiation | potentiation, % at 10 µM | 340,000 compounds, 0.34% hits;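 active = potentiation over 3 SD above the plate norm, cut at about 30% in these data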; note: 0% is about no effect
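Potentiation of an EC20 dopamine calcium response measured kinetically over 180 s, after a preceding 180 s compound-only read flagging agonists. Cells: inducible Hek293 Trex D2 line, 4000/well, cultured overnight at 30 C before dye loading.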
D2 antag: antagonists of human D2 dopamine receptor. P14416. inhibition, % at 10 µM. HEK293 TREx D2 cells, calcium flux, dopamine EC80. 340,000 compounds, 2% hits; in the data active = inhibition above about 30%; note: 0% is about no effect
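Calcium flux kinetic readout in an inducible HEK293 TREx D2 line plated overnight at 30 C. After 180 s compound exposure, an EC80 dopamine challenge follows with another 180 s kinetic read to detect antagonism.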
D1 antagonist: blocks dopamine activation of the human D1 receptor; P21728; HEK293 TREx D1 cells, calcium flux, dopamine EC80; active compounds read low; activity change, negative = inhibition, % at 10 µM; 360,000 compounds, 3.2% hits; AID 504652; in the data active = activity change below about -30%; note: % is set by controls: 0 for no effect and ±100 for the full control effect
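Allosteric or orthosteric antagonism assessed as attenuation of the calcium response to EC80 dopamine, added 180 s after compound, in induced HEK293 Trex D1 cells loaded with no-wash calcium dye.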
RXFP1 antagonist: antagonists of human relaxin receptor RXFP1 | Q9HBX9 | HEK293-RXFP1, relaxin-stimulated cAMP HTRF, 30 min; active compounds read low | activity change, negative = inhibition, % at 57.5 µM | 350,000 compounds, 0.59% hits | AID 1259400;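 active = activity change of -60% or lower, but not beyond a set lower limit; inconclusive = change between -60% and -40%, or beyond the set limit; inactive = change above -40%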; note: % is set by controls: 0 for no effect and ±100 for the full control effect
RXFP1 agonist: RXFP1 (human) receptor agonism; Potency, µM (top dose mostly 57.5 µM), for the others: at the highest dose activation, usual class: activators; HEK293T-RXFP1 cAMP TR-FRET, 30 min; response scale: percent of porcine relaxin response, buffer zero; 370,000 compounds, 0.3% hits; active = well fitted activation curve with a large enough effect; inconclusive = small, poorly fitted or top-dose-only effect; note: potency is the fitted concentration of half-maximal effect; % is set by controls: 0 for no effect and ±100 for the full control effect; nearly all actives have a fitted effect of over 60% in size; many of its hits are not listed in these tables
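Agonist response is measured as cAMP accumulation in an RXFP1-transfected HEK293T line under PDE4 inhibition. Values are scaled between buffer-only and 29 nM porcine relaxin, and EC50s come from standard Hill equation fits.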
TRHR PAM: allosteric enhancers of human TRH receptor; P34981; TRHR cells, fluo-8 calcium fluorescence, EC20 TRH enhancement; enhancement, % at 2 µM; 360,000 compounds, 0.66% hits; in the data active = enhancement above about 30%; note: 0% is about no effect
Target sequence (P34981 whole entry, looked up): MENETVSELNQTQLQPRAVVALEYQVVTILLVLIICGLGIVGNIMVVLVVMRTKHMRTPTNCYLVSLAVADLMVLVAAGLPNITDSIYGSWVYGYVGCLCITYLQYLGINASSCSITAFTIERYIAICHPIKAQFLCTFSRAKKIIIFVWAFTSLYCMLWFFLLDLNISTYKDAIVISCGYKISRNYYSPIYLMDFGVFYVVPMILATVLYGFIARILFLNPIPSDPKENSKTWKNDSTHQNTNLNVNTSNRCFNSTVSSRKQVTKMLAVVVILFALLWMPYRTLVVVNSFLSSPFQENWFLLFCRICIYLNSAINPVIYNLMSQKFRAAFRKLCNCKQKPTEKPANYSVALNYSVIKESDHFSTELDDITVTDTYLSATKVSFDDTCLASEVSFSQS
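TRHR-expressing cells loaded with fluo-8 calcium dye were read kinetically (ex 480/em 530) during compound addition, then stimulated with an EC20 of TRH (10 nM final). Enhancement of the Gq-mediated intracellular calcium response was scored.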
* marks the source's active call; other numbers are inactive results; ? = inconclusive; · = not tested or not shown. These rows are one share of the data; rates above refer to the full screens.

Results follow in this order: TRHR PAM, D2 potentiator, D1 ag, D2 antag, D1 antagonist, D1 PAM, RXFP1 agonist, RXFP1 antagonist, D2 ag
> CCOC(=O)C1CCCN(c2nc3ccccc3nc2NS(=O)(=O)c2ccc(C)cc2)C1 (configuration not stated)
→ 2, -13, 1, -13, -11, ·, -0.1%, -8, -0.6
> O=C(CSc1ncccc1C(=O)O)c1ccccc1F
→ 16, -3, 1, 8, 19, 2, 0.4%, 8, 4.5
> COC(=O)c1sccc1NC(=O)c1cnc2cc(C)nn2c1C
→ 23, -10, 1, 0, 45, -2, 2.7%, -6, -0.3
> CCN(CC(=O)Nc1c(F)cccc1F)C(=O)Cc1ccc(S(=O)(=O)N2CCOCC2)s1
→ -1, 1, 1, 4, 4, 2, 2.9%, -12, 1.0
> Cc1cc(C)n2nc(-c3cnn(C)c3C(F)(F)F)c(Cl)c2n1
→ -6, 18, 2, 0, 43, 2, 3.9%, -8, 0.2
> CCOC(=O)CCNC(=O)N1CCCC(Cc2ccccc2)(C(=O)OCC)C1 (configuration not stated)
→ -10, -1, 4, ·, -18, -3, 1.1%, -3, ·
> Cc1ccc(S(=O)(=O)NC(=O)COc2ccccc2C)cc1
→ 0, 0, 2, -4, -11, 6, 0.2%, -1, -1.3
> CNS(=O)(=O)c1ccc(NC(=O)Nc2cccc(F)c2)cc1
→ -4, ·, 4, ·, -50*, -11, -0.7%, -9, ·
> CC(=O)c1cccc(NC(=O)C2CCN(C(=O)c3cccs3)CC2)c1
→ 8, -8, 0, 2, 3, 6, -3.9%, -1, 0.6
> O=C(c1cnn(C(=O)CN2CCCC2=O)c1)c1ccccc1O
→ 7, 8, 0, 12, -2, -1, -1.3%, 1, -0.4
> Cc1c(C)n2c3c(cccc13)CC2
→ -5, 7, 1, -2, -3, -5, -3.4%, -7, 0.3
> CCOc1cccc(CNc2ccc(O)cc2)c1OCc1ccc(Cl)cc1
→ -2, -7, -2, -15, 11, 13, 0.5%, -28, 0.0
> O=C(CN1CCCCC1)N1c2ccccc2Sc2ccc(C(F)(F)F)cc21
→ 22, 11, 1, 21, 10, 10, -4.1%, -29, -0.7
> Cc1ccc(C)c(N2CCN(Cc3csc(C)c3C)CC2)c1
→ 11, -25, 1, ·, 7, 5, 0.9%, -27, ·
> CC(C)CCn1c(=O)c2cccnc2n(CC(=O)Nc2ccc(F)cc2)c1=O
→ -2, 5, 1, ·, 7, -4, 0.3%, ·, 0.3
> CN1CCN(c2ccccc2NC(=O)c2ccc(N3CCCCC3)c([N+](=O)[O-])c2)CC1
→ -5, 7, 0, -11, -2, -4, -2.4%, ·, 0.8
> Cn1cc(S(=O)(=O)c2cccc(Cl)c2)c(=O)c2cc(F)c(N3CCN(c4ccccc4)CC3)cc21
→ 59*, -10, 4, ·, 9, 0, -0.4%, -12, -1.5
> COc1cccc(C(=O)N2CCN(C(=O)c3ccc(-c4ccccc4)cc3)CC2)c1OC
→ 12, ·, -1, ·, -12, -3, -3.0%, -35, ·
> CCC(=O)NC(=S)Nc1ccc(OC)cc1OC
→ 6, 13, 0, -6, -9, -1, -0.4%, 6, 0.6
> Cn1cccc1C(=O)NNC(=O)COc1ccccc1F
→ -3, 11, 0, -6, -47*, -7, -0.1%, 2, 0.7
> CCn1c(COc2ccccc2)nnc1SCc1ccc(C#N)cc1
→ -13, 4, 1, -4, 5, -4, 1.2%, -4, -0.5
> NC(=O)c1ccsc1NC(=O)COC(=O)c1ccc(Cl)nc1
→ 9, -3, 7, -17, 0, 0, 0.0%, -11, -0.6
> COC(=O)c1sc(N)c(C(=O)OC)c1COC(=O)[C@@H](NS(=O)(=O)c1cccc(Cl)c1)C(C)C
→ 0, 8, -1, -11, -13, 2, 0.8%, 11, 1.2
> COc1cccc(-n2c(SCC(=O)Nc3nc4ccccc4s3)nc3ccccc3c2=O)c1
→ 5, -3, 2, -4, 1, 2, 0.4%, -8, 0.3
> CCCCOP(=O)(OCCCC)C(Nc1ccc(C(=O)OCC)cc1)c1ccncc1 (configuration not stated)
→ 7, 11, 7, -3, -6, -6, 1.7%, ?, 1.6
> OC(C#CCN1CCCCCC1)(c1ccccc1)c1cccnc1 (configuration not stated)
→ 0, -19, 4, 58*, -2, -7, -1.0%, 6, -0.3
> Cc1ccccc1CSc1nnc(-c2ccco2)n1Cc1ccco1
→ 0, 1, 1, 6, -28, 1, -0.2%, -24, 0.0
> COc1cccc(C(=O)C2CCCN(Cc3cccc(-n4nc(C)cc4C)c3)C2)c1 (configuration not stated)
→ -7, -15, 1, 4, -6, -6, -1.6%, -22, 0.7
> Cc1ccccc1-n1c(C)c(C#N)c(=O)c(-[n+]2ccccc2)c1[S-]
→ -1, -1, 0, -2, 2, 0, -2.2%, 1, 0.7
> COc1ccc(NC(=O)COC(=O)/C=C/c2ccc(OC)c(S(=O)(=O)N3CCOCC3)c2)cc1
→ -6, -21, 0, 10, 8, -1, 0.3%, -6, -0.4
> Cc1cc(C)cc(Oc2ccc(N)cc2)c1
→ 1, 6, 3, 9, 12, 2, -0.5%, 1, 0.6
> COc1cc(C(=O)N(C)CCOc2ccc(C)cc2)ccc1OC1CCN(C(C)=O)CC1
→ 8, 12, 3, 10, 10, 5, 3.3%, 11, -0.1
> CCOc1ccc(CC(=O)N2CCN(c3ccc(N4CCOCC4)nn3)CC2)cc1OCC
→ -3, 7, 3, -14, 11, -2, 1.4%, ·, -0.3
> CCN(CC)S(=O)(=O)c1ccc(C(=O)NN(C)C2=NS(=O)(=O)c3ccccc32)cc1
→ 3, 9, 2, 2, 5, -10, 11%, 0, 0.4
> Cc1cc(C)c(C(=O)/C=C/c2cccc3ccccc23)c(=O)[nH]1
→ 6, -5, -2, -2, 10, -2, -0.5%, 7, 0.9
> O=C(Cc1nnc(NC(=O)Nc2ccc(F)cc2)s1)Nc1ccccc1
→ -6, -3, 4, 20, -2, -4, 2.6%, -6, 0.8
> N#Cc1cc2c(nc1SCc1nc3ccccc3[nH]1)CCC2
→ -6, -5, 0, 0, -20, 2, 9.0%, ·, -0.1
> O=S(=O)(c1ccc(Oc2ccc(-c3nnco3)cc2)nc1)N1CCC(Cc2ccccc2)CC1
→ 0, -8, 1, 3, -5, -1, 0.1%, -7, 0.9
> COc1cccc(Sc2cc(N3CCOCC3)nc(-c3ccccc3)n2)c1
→ 1, -1, 1, -12, -24, 0, 3.6%, ·, 0.5
> CC1CCN(C(=O)COC(=O)c2ccc(N3CCCC3=O)cc2)CC1
→ 8, 0, 0, -12, 14, 6, -0.5%, 3, 0.5
> N/C(=N\OC(=O)c1ccc(Cl)cc1Cl)c1ccncc1
→ -5, 5, 1, -7, 5, -7, 8.1%, 4, 0.2
> O=C1OC(OC2CCCCC2)(c2ccccc2)c2ccccc21 (configuration not stated)
→ -2, 3, 4, -3, 5, -3, -0.9%, -25, 0.1
> Cc1cccc(NC(=O)Nc2cccc(C)n2)n1
→ 5, -13, 0, 5, -4, -3, -1.2%, 5, 0.2
> COc1ccc(NC(=O)Cn2c(SCc3c(F)cccc3Cl)nc3ccncc32)cc1OC
→ -1, ·, 1, ·, 6, -4, 5.9%, ·, 0.6
> Cc1nn(C)cc1/C=N/NC(=O)CSc1ccccn1
→ -4, -5, 1, 8, 15, 2, 2.8%, 1, -0.2
> CCOC(=O)c1c(C)c(C(=O)NCc2ccc(Cl)cc2)c(C)n1CC
→ 4, -19, 1, ·, -4, -6, -0.8%, -17, 0.7
> COc1ccc(C2C(C#N)=C(N)Oc3n[nH]c(C)c32)cc1CSc1ccccn1 (configuration not stated)
→ -5, -10, 0, 0, 11, -1, -0.1%, -11, -0.8
> COc1cc(C(C(=O)NC2CCCC2)N(CCO)C(=O)Cn2nnc(-c3ccc(C)o3)n2)ccc1O (configuration not stated)
→ 0, ·, 0, 14, -22, -7, 3.3%, 7, 6.5
> COc1cccc(-n2c(SCC(=O)NC3CCCCC3)nc3n[nH]c(C)c3c2=N)c1
→ -4, 12, 3, -31, 8, -3, 9.7%, 9, -0.9
> COc1ccc(Br)cc1Cn1nnc(C(=O)Nc2cccc(SC)c2)c1N
→ -10, -4, 12, ·, 22, -2, 0.4%, ·, 1.7

Going on with the list:
Results follow in this order: TRHR PAM, D2 potentiator, D1 ag, D2 antag, D1 antagonist, D1 PAM, RXFP1 agonist, RXFP1 antagonist, D2 ag
> CCOC(=O)c1ccc([N+](=O)[O-])c(CS(=O)(=O)c2ccc(Cl)cc2)c1
→ -2, -4, 1, ·, -7, -7, 0.4%, 0, ·
> CC1(C)Cc2cccc(OCC(=O)Nc3ccc(OCC(N)=O)cc3)c2O1
→ 21, 14, 6, -14, 11, -6, 2.6%, 6, 2.0
> O=C(COC(=O)C1CC(=O)N(Cc2ccco2)C1)c1ccc(OC(=O)c2ccco2)cc1 (configuration not stated)
→ 4, 10, 17, -1, -7, -4, -1.6%, -7, -0.9
> CC(C)c1cnc2c(c1SCC(=O)Nc1ccc(OC(F)(F)F)cc1)c(=O)n(C)c(=O)n2C
→ -1, 3, 2, ·, 15, -2, 2.1%, -3, -0.4
> CC(C)NC(=S)N/N=C1\CCCCc2ccccc21
→ -2, -5, 3, -12, 8, -6, 0.4%, -3, 3.5
> Cc1nc2ncnn2c(N2CCN(C(=O)Cc3cccs3)CC2)c1C
→ 2, 5, 0, -6, 7, -3, 5.4%, -1, 0.7
> CCSc1n[nH]c2nc3c(c(=O)n12)C1(CCCCC1)Cc1ccccc1-3
→ 3, ·, 0, ·, -1, 0, 1.8%, -4, ·

Reprinted at random: 6 entries already listed
Results follow in this order: TRHR PAM, D2 potentiator, D1 ag, D2 antag, D1 antagonist, D1 PAM, RXFP1 agonist, RXFP1 antagonist, D2 ag
> Cc1nc2ncnn2c(N2CCN(C(=O)Cc3cccs3)CC2)c1C
→ 2, 5, 0, -6, 7, -3, 5.4%, -1, 0.7
> CCSc1n[nH]c2nc3c(c(=O)n12)C1(CCCCC1)Cc1ccccc1-3
→ 3, ·, 0, ·, -1, 0, 1.8%, -4, ·
> O=C(COC(=O)C1CC(=O)N(Cc2ccco2)C1)c1ccc(OC(=O)c2ccco2)cc1 (configuration not stated)
→ 4, 10, 17, -1, -7, -4, -1.6%, -7, -0.9
> CCOC(=O)c1ccc([N+](=O)[O-])c(CS(=O)(=O)c2ccc(Cl)cc2)c1
→ -2, -4, 1, ·, -7, -7, 0.4%, 0, ·
> CC(C)NC(=S)N/N=C1\CCCCc2ccccc21
→ -2, -5, 3, -12, 8, -6, 0.4%, -3, 3.5
> CC1(C)Cc2cccc(OCC(=O)Nc3ccc(OCC(N)=O)cc3)c2O1
→ 21, 14, 6, -14, 11, -6, 2.6%, 6, 2.0
